XIAP displacement: XIAP antagonists, biochemical, IAP family, fluorescence polarization (AID 1018) | XIAP BIR domain, fluorescence polarization peptide displacement; higher % means a stronger effect | displacement, % at 20 µM; hits with a dose series show IC50 in µM | 0.007% of 200,000 active; in the data active means displacement above about 50%; further: a part of the inactive calls stands beside numbers as strong as those of hits
TNAP activators: human TNAP enzyme activators, primary screen, biochemical, luminescent, no phosphate acceptor, uHTS (AID 1001). purified TNAP, luminescent activation assay, no phosphate acceptor; higher activation fold means a stronger effect. activation fold at 20 µM, or EC50 in µM where a hit was titrated. 0.03% of 200,000 active. Alkaline phosphatase, tissue-nonspecific isozyme (Homo sapiens); in the data active means activation fold from about 3, or a potency from the dose series; inactive means the rest, 99 in 100 with activation fold below about 1.6; further: many of its hits are not listed in these tables
KOR beta-arrestin-1: KOR agonists, beta-arrestin recruitment, primary screen, cell-based, luminescence, uHTS (AID 1777); Kappa-type opioid receptor (Homo sapiens); KOR beta-arrestin recruitment, luminescence; higher % means a stronger effect; activation, % at 10 µM; hits with a dose series show EC50 in µM; 0.02% of 280,000 active; in the data active means activation above about 50%, passing the limit was not always enough; further: a part of the inactive calls stands beside numbers as strong as those of hits
KOR beta-arrestin-2: KOR antagonists, beta-arrestin recruitment, cell-based, luminescence, uHTS (AID 1778); inhibition, % at 10 µM, or IC50 in µM where a hit was titrated; 0.091% of 290,000 active; Kappa-type opioid receptor (Homo sapiens); KOR beta-arrestin recruitment, luminescence, antagonist mode; higher % means a stronger effect; further: strong numbers were not always called active
PMI inhibitors: inhibitors of human PMI, primary screen, biochemical, fluorescence intensity, coupled assay (AID 1209); purified PMI enzyme, coupled fluorescence intensity; higher % means a stronger effect; one-dose inhibition, % at 20 µM; IC50 in µM for titrated hits; 0.42% of 190,000 active;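 further: plate controls were DMSO vehicle for no effect and wells lacking substrate for full effect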
human PMI inhibitors: human PMI inhibitors, high substrate, primary screen, biochemical, fluorescence intensity, high mannose 6-phosphate (AID 1220); Mannose-6-phosphate isomerase (Homo sapiens); inhibition, % at 20 µM; hits with a dose series show IC50 in µM; 0.66% of 190,000 active; recombinant PMI enzyme, coupled fluorescence intensity; higher % means a stronger effect
LYP inhibition: inhibitors of LYP phosphatase, biochemical, fluorescence intensity, uHTS (AID 1779). recombinant LYP phosphatase, fluorescence intensity; higher % means a stronger effect. inhibition, % at 11.5 µM; hits with a dose series show IC50 in µM. 0.054% of 290,000 active;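 further: plate controls were vehicle with enzyme for no effect and no enzyme for full effect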
NOD1 NF-kB reporter: NOD1 signaling inhibitors, primary screen, cell-based, luminescence, uHTS (AID 1578) | 1% of 290,000 active | NOD1-driven NF-kB luciferase reporter cells, luminescence; higher % means a stronger effect | one-dose inhibition, % at 4 µM; EC50 in µM for titrated hits; in the data active means inhibition mostly above about 36%, no sharp cut-off; inactive means mostly below about 34%;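 further: HEK-293T reporter cells stimulated with the NOD1 agonist gamma-tri-DAP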
NOD2 inhibition: NOD2 signaling inhibitors, cell-based, luminescence, uHTS, HEK293 (AID 1566); HEK293 NOD2/NF-kB luciferase reporter, luminescence; higher % means a stronger effect; inhibition, % at 4 µM; hits with a dose series show EC50 in µM; 0.63% of 290,000 active; further: many of its hits are not listed in these tables
Numbers without * were called inactive; . = no result given; & = joins results of further samples; [ ] = dose if it differs, or a comment. Unless noted, no stated cut-off is given here; in the data, active means inhibition above about 50%; inactive means the rest.

SMILES	XIAP displacement	TNAP activators	KOR beta-arrestin-1	KOR beta-arrestin-2	PMI inhibitors	human PMI inhibitors	LYP inhibition	NOD1 NF-kB reporter	NOD2 inhibition
CCN(CC)C(=O)CN1C(=O)c2cccc3cccc(c23)C1=O	-7.2%	1.2	1.0%	-17%	-16%	-9%	-3%	-42%	1%
Cc1ccc(NC(=O)C2CCCN(S(=O)(=O)c3cnc[nH]3)C2)c(Br)c1 (stereo not given)	-15%	1.1	-5.4%	6%	-1%	-4%	-3%	-14%	4%
Cc1ccc(C)c(-n2c(CNC(=O)c3ccco3)nnc2SCC(=O)Nc2nnc(C)s2)c1	-9.2%	1.1	-5.2%	-22%	3%	8%	-6%	-5%	-2%
CC(=O)NC1C(OCc2ccccc2)OC(COC(C)=O)C(OC(C)=O)C1OC(C)=O (stereo not given)	-7.0%	1.2	0.4%	2%	1%	-11%	-2%	-9%	0%
CC(C)Oc1ccc(C(=O)O)c(C(=O)O)c1	-6.8%	1	-2.1%	-12%	0%	-1%	-6%	8%	11%
CC(NCc1nc2ccccc2n1C)C12CC3CC(CC(C3)C1)C2 (stereo not given)	-4.1%	1	-5.3%	18%[20 µM]	-3%	-9%	-8%	-22%	4%
O=C(NNC(=O)C1CC1)c1ccccc1[N+](=O)[O-]	.	.	-2.3%	9%	.	.	-5%	-20%	12%
Cc1cc(-c2cc(C(=O)O)c3ccccc3n2)c(C)s1	-14%	1	-0.7%	-41%[20 µM]	1%	3%	-9%	-13%	2%
CC(C)OC(=O)CSc1nnc(-c2ccncc2)n1N	-4.9%	1.1	3.8%	-12%	3%	1%	-8%	10%	12%
COc1ccc2[nH]c3c(N4CCN(Cc5ccc6c(c5)OCO6)CC4)ncnc3c2c1	-2.2%	1.2	3.9%	-5%	12%	7%	-4%	23%	3%
O=S(=O)(Nc1nc2ccccc2nc1NCC1CCCO1)c1cccc(Cl)c1 (stereo not given)	.	.	6.0%	-16%	.	.	-3%	-7%	13%
CCOc1cc(N2CCOCC2)c(OCC)cc1NC(=O)CSc1ncn[nH]1	-6.4%	1	1.1%	2%	-6%	53%*	-5%	-9%	-4%
COc1ccc(S(=O)(=O)Nc2ccc(S(=O)(=O)Nc3cc(C)nc(C)n3)cc2)cc1OC	.	.	0.5%	-20%	.	.	-4%	-13%	1%
CC1(C)CC(NC(=O)c2ccc(Cl)c(Cl)c2)CC(C)(C)N1	.	.	-5.1%	-7%	.	.	-8%	-27%	5%
CCCCOC(=O)c1nc[nH]c1C(=O)OCCCC	-0.1%	1.3	-1.4%	-11%[20 µM]	-4%	-7%	-2%	-7%	12%
Cc1[nH]c2ccccc2c1C(=O)CN1C(=O)C(=O)N(Cc2ccco2)C1=O	-9.9%	1.1	2.7%	-58%	-13%	-14%	-4%	6%	-2%
CCOC(=O)c1c(NC(=O)Cn2cnc([N+](=O)[O-])n2)sc2c1CCCC2	0.7%	1.1	1.4%	1%	18%	15%	4%	-20%	-15%
CCC(=O)Nc1c(C)nn(C(=O)CC)c1C	-2.2%	1.1	7.7%	23%	-14%	-5%	-12%	18%	1%
CCC(C)NC(=O)c1ccccc1-c1nc2ccccc2[nH]1 (stereo not given)	-4.2%	1.1	-1.8%	-6%	-6%	8%	-6%	-21%	5%
C/C(=N\NC(=O)c1ccccc1)c1ccc(-n2ccnc2)cc1	-7.9%	1.1	-6.0%	-7%	14%	-2%	-5%	-12%	7%
CCOc1ccc(S(=O)(=O)N(CC)CC)cc1NS(=O)(=O)c1ccc(F)c(F)c1F	-7.0%	1.1	4.1%	8%	9%	1%	0%	-27%	7%
CSc1nc2cc(S(=O)(=O)N3CCOCC3)ccc2s1	-6.2%	1.1	3.3%	-16%	16%	14%	-1%	-2%	-2%
CCOC(=O)C1=C(C)NC(C)=C(C(=O)OCC)C1	-3.3%	1.2	0.1%&5.6%	6%&11%	2%	-6%	3%&-8%	-22%&-6%	4%&8%
CCC(CC)C(=O)Nc1nnc(S(=O)(=O)N2CCc3ccccc32)s1	.	.	1.8%	-24%[20 µM]	.	.	-4%	14%	3%
CC(=O)NC1C(=O)N(CCN2CCOCC2)c2ccc(Br)cc21 (stereo not given)	.	.	3.8%	30%	.	.	-9%	-5%	3%
Further structures
SMILES	XIAP displacement	TNAP activators	KOR beta-arrestin-1	KOR beta-arrestin-2	PMI inhibitors	human PMI inhibitors	LYP inhibition	NOD1 NF-kB reporter	NOD2 inhibition
CCOc1ccccc1NC(=O)C(OC(=O)c1ccc(CC)cc1)c1ccccc1 (stereo not given)	-1.7%	1	-0.1%	-12%	9%	11%	2%	15%	14%
O=C(O)C1OC(Oc2c(-c3ccc(O)c(O)c3)oc3cc(O)cc(O)c3c2=O)C(O)C(O)C1O (stereo not given)	0.2%	0.8	-3.5%	15%	23%	3%	3%	-38%	-3%
COc1ccc(-c2csc3ncnc(N4CCN(c5ccccc5Cl)CC4)c23)cc1	.	.	3.6%	7%	.	.	-1%	-4%	-3%
CC(C)(C)NC(=O)C(c1ccncc1)N(Cc1ccco1)C(=O)c1ccc(-c2ccccc2)[nH]1 (stereo not given)	-2.3%	1.1	-1.3%	-23%	-41%	-26%	3%	-28%	-16%
COC(=O)c1ccc2c(c1)N(C)S(=O)(=O)c1cnc(SCC(=O)C(C)(C)C)nc1-2	.	.	8.7%	-5%	.	.	-12%	8%	40%
Cc1cc(C)c([N+](=O)[O-])cc1NCC(=O)N1CCN(c2ccccc2)CC1	-4.8%	1	4.4%	-27%	-22%	-7%	5%	-14%	9%
CCOc1cc(/C=N\NC(=O)Cn2nc([N+](=O)[O-])cc2C)ccc1OCc1cccc2ccccc12	-1.5%	1.1	4.8%	-31%	-3%	1%	10%	-29%	-25%
O=C(CSc1nc2c(c(C(F)(F)F)n1)CCc1ccccc1-2)NCc1ccco1	-7.4%	1	-3.2%	-2%	-9%	28%	-2%	-3%	8%
CCn1c(SCC(=O)NC2CCCC2)nnc1-c1ccoc1C	.	.	2.4%	-27%	.	.	-10%	-41%	12%
COc1ccc(S(=O)(=O)N(CCCN2CCCC2=O)Cc2cc3cc(C)c(C)cc3[nH]c2=O)cc1	-3.0%	1.1	-2.0%	0%	-2%	-1%	-3%	-2%	17%
O=C(NCc1ccco1)c1nn(-c2ccccc2)c(=O)c2ccccc12	-4.0%	1	-1.9%	-8%	6%	3%	-13%	-28%	12%
Cc1cc(C)n(-c2nc3ccccc3nc2N2CCN(C(=O)c3ccc(F)cc3)CC2)n1	-2.2%	1.1	2.1%	-23%	3%	2%	-4%	-33%	3%
O=c1c(Cl)c(N/N=C/c2ccc(Cl)cc2)cnn1-c1ccccc1	-8.0%	1	20%	11%	12%	0%	6%	-17%	11%
COC(=O)CSc1nccc(-c2cccs2)n1	-2.4%	1	-2.5%	-12%	2%	5%	-4%	-64%	7%
CC(C)(C)c1ccc(-n2ncc3c2CCCC3NC(=O)CCn2cncn2)cc1 (stereo not given)	.	.	3.4%	-14%	.	.	-10%	-11%	13%
CC(C)Oc1ccc(CNC2CCOC(C)(C)C2)cc1 (stereo not given)	-3.9%	1.1	-0.8%	-44%	0%	-6%	-7%	1%	-27%
Cc1csc(NC(=O)c2nc3nc(C)cc(C)n3n2)n1	2.5%	1	2.7%	-19%	-15%	-11%	-6%	-14%	-45%
CCOc1ccc2ccccc2c1/C=N/n1cncn1	2.3%	1.1	-2.2%	-59%	15%	14%	-5%	2%	1%
COc1cc(NS(=O)(=O)c2ccc(NC(=S)NC(=O)/C=C/c3ccc(F)cc3)cc2)ncn1	.	.	5.8%	-13%	.	.	-2%	2%	-22%
O=C(COc1ccc(Cl)cc1)NCCN1CCCC1	.	.	-1.3%	-10%	.	.	-9%	-36%	9%
COc1ccc(CCNC(=O)c2cc(COc3c(F)cccc3F)on2)c(OC)c1	.	.	2.8%	16%	.	.	-12%	-14%	9%
O=C(NCCC1=CCCCC1)C1CCC(=O)N(Cc2ccc(Cl)cc2)C1 (stereo not given)	.	.	-2.5%	-13%	.	.	-6%	-14%	-11%
CC(C)c1ccc(NC(=O)CN2C(=O)c3ccccc3S2(=O)=O)cc1	.	.	5.3%	-23%	.	.	-1%	-6%	0%
O=C(c1cccc(-c2ccccc2)c1)N1CC[C@@H](N2CCC(O)CC2)[C@H](O)C1	.	.	-3.3%	13%	.	.	-13%	-8%	-5%
CCn1nc(NS(=O)(=O)c2ccc([N+](=O)[O-])cc2)c2cc3cc(C)ccc3nc21	.	.	-1.9%	-6%	.	.	-8%	-8%	19%

One compound at a time (already shown).
O=C(NNC(=O)C1CC1)c1ccccc1[N+](=O)[O-] in the list: XIAP displacement: .; TNAP activators: .; KOR beta-arrestin-1: -2.3%; KOR beta-arrestin-2: 9%; PMI inhibitors: .; human PMI inhibitors: .; LYP inhibition: -5%; NOD1 NF-kB reporter: -20%; NOD2 inhibition: 12%
COc1ccc2[nH]c3c(N4CCN(Cc5ccc6c(c5)OCO6)CC4)ncnc3c2c1 in the list: XIAP displacement: -2.2%; TNAP activators: 1.2; KOR beta-arrestin-1: 3.9%; KOR beta-arrestin-2: -5%; PMI inhibitors: 12%; human PMI inhibitors: 7%; LYP inhibition: -4%; NOD1 NF-kB reporter: 23%; NOD2 inhibition: 3%
O=C(O)C1OC(Oc2c(-c3ccc(O)c(O)c3)oc3cc(O)cc(O)c3c2=O)C(O)C(O)C1O (stereo not given) in the list: XIAP displacement: 0.2%; TNAP activators: 0.8; KOR beta-arrestin-1: -3.5%; KOR beta-arrestin-2: 15%; PMI inhibitors: 23%; human PMI inhibitors: 3%; LYP inhibition: 3%; NOD1 NF-kB reporter: -38%; NOD2 inhibition: -3%

(continued)
SMILES	XIAP displacement	TNAP activators	KOR beta-arrestin-1	KOR beta-arrestin-2	PMI inhibitors	human PMI inhibitors	LYP inhibition	NOD1 NF-kB reporter	NOD2 inhibition
CC(=O)NCCOC(=O)Nc1sc(=S)n(C)c1C	-2.4%	1.1	-0.1%	-35%	-4%	-11%	-5%	-14%	14%
C/C(=N\NS(=O)(=O)c1ccc([N+](=O)[O-])cc1)c1ccc(NC(=O)c2ccco2)cc1	-1.6%	1.1	-0.1%	-20%	-12%	-17%	4%	-34%	-10%
COc1ccc(N=Cc2oc3ccc4ccccc4c3c2O)cc1	-7.3%	0.9	-1.9%	13%	-12%	14%	-6%	-59%	-61%
O=C(N/N=C/c1sc(N2CCCCC2)nc1-c1cccs1)C1CC1	-5.1%	1	1.7%	-9%	-6%	7%	4%	-17%	-6%
COc1ccc(-c2c(C)n([O-])c3c([n+]2=O)CCCCC3)cc1	-7.7%	1.1	-2.7%	3%	-1%	-2%	0%	-4%	9%
CCOC(=O)c1ccc(OCCOc2cccc(C)c2)cc1	.	.	-1.2%	-5%	.	.	-8%	-41%	-3%
Cc1ccc(NC2=C(Cl)C(=O)OC2OC(=O)c2ccccc2C)cc1 (stereo not given)	-5.7%	1.1	7.7%	8%	0%	1%	-6%	-33%	-4%
CCCCCCCN1C2=NCCCN2c2ccccc21	-3.2%	1.1	.	5%[20 µM]	4%	-1%	-4%	-20%	13%
CCOC(=O)c1cnc(Nc2nc3ccccc3o2)nc1CN1CCN(C)CC1	-4.6%	1	10%	1%	-39%	-62%	-8%	-2%	14%
COc1ccccc1NC(=S)NCc1cccs1	-4.0%	1	6.7%	16%	1%	4%	-3%	-20%	11%
COCCN1C(=O)N(c2ccc(OC)cc2)C(=O)C1CC(=O)Nc1cccc(F)c1 (stereo not given)	.	.	2.5%	-39%[20 µM]	.	.	-7%	-21%	4%

Some of the compounds tested (hit frequency here may not be typical).
